Xi reactivation – reactivates the inactive X chromosome in mouse fibroblasts; XiGFP mouse fibroblasts, % GFP-positive cells imaging, 3 d; cells co-treated with 5-aza-dC sensitizer; scaled so ellipticine positive control = 100%; activation, % at 7.58 µM; actives 0.055% (n = 360,000);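 active = mean normalized replicate activation at least 10% and every replicate at or above 10%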;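 note: 0% = median of on-plate neutral control wells and 100% = ellipticine 6 µM median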
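Schedule: 3 d treatment, 15 min room-temperature fixation; system: 68-5-11 XiGFP fibroblast line; buffer or medium: DMEM plus 5-aza-dC sensitizer; control set: ellipticine 6 µM positive control; compound: one concentration, pinned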
RAD54 inh – blocks human RAD54 Holliday junction branch migration; inhibition, % at 10.4 µM; FAM/BHQ fluorescence; actives 0.14% (n = 360,000);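 active = mean normalized replicate activity at least 40 and at least half of replicates scoring 40 or more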;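 note: 0% = median of neutral control wells and 100% = median of positive control wells; inhibitors cause a drop in the FAM fluorescence signal; in these data hits start at about 50%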
Target sequence (Q92698 whole entry, looked up): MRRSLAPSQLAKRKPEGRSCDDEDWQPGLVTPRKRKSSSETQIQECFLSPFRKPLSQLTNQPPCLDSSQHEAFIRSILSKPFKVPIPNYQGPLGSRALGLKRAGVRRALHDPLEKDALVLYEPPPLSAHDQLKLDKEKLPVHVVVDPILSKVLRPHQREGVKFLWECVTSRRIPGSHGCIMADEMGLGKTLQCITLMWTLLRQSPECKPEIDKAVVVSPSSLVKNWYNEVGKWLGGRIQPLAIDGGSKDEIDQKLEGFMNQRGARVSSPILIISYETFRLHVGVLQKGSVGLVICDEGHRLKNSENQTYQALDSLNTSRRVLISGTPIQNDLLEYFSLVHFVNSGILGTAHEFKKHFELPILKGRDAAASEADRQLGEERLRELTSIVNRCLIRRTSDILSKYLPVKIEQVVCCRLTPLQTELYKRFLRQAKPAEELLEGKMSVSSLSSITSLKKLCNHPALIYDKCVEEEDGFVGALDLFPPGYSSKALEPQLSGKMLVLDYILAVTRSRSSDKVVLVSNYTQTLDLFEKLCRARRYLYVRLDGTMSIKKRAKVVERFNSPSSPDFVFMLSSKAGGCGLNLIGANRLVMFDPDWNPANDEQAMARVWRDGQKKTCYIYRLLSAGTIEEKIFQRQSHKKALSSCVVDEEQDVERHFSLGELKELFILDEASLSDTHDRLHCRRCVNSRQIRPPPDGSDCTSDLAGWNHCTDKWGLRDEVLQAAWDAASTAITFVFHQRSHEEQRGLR
GSIS activator – GLuc luminescence reporter in INS-1E cells, primary screen for activators of glucose-dependent secretion of insulin; activation, % at 16.6 µM; INS-1E GLuc reporter insulin secretion, 2-3 h; actives 0.61% (n = 370,000); AID 743287;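 active = lowest replicate activation of at least 40%, so every replicate reaches that level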;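 note: 0% = median of neutral control wells and 100% = median of IBMX positive control wells; some compounds called inactive have numbers as strong as hits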
esBAF inh – SWI/SNF esBAF complex inhibition. mouse ES cells, Bmi1-luciferase knock-in reporter, 24 h; 100% = twice the neutral-well signal. reporter increase, % at 12.5 µM. actives 2% (n = 350,000). AID 602393; in the data active = activation above about 40%;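 note: 0% = median of the plate's neutral control wells and 100% = double that signal; a rise in the Bmi1 reporter signal indicates esBAF inhibition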
ARNT TACC3 PPI – disrupts binding between human ARNT and TACC3; Q9Y6A5; AlphaScreen His-ARNT PAS-B/GST-TACC3 binding, luminescence; TACC3 fragment carries E629A point mutation; inhibition, % at 9.99 µM; actives 0.66% (n = 390,000); AID 623870;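 active = mean inhibition of replicates at least 50% and at least half of replicates each reaching 50%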;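 note: 0% = complete ARNT plus TACC3 wells and 100% = ARNT alone without TACC3; many hits fall short of the cut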
F508del corr – correctors of CFTR F508del function in bronchial epithelial cells. CFBE cells, YFP halide quenching; stimulated with forskolin plus potentiator P3; % fluorescence drop versus neutral controls. activity (quench increase), % at 7.58 µM. actives 0.36% (n = 350,000). AID 720511;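 active = mean added fluorescence quench of at least 8% versus neutral control, with both replicates also reaching 8%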;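 note: cells transiently co-express mutant CFTR-F508del with the halide-sensitive YFP; corrector assay measuring rescue of mutant channel to the surface after 24 h compound exposure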
RAD52 inh – RAD52 (human) annealing inhibition; recombinant RAD52 DNA annealing, FRET fluorescence; inhibition, % at 18.7 µM; actives 0.46% (n = 360,000); AID 651710;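 active = every replicate showing at least 50% inhibition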
ERAP1 HTS inh – ERAP1 (human) enzyme inhibition | recombinant ERAP1, Leu-AMC fluorescence, 60 min | actives 0.15% (n = 340,000) | Q9NZ08 | AID 652197 | inhibition, % at 10.7 µM;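 active = mean replicate inhibition of at least 30%, or all replicates individually reaching that 30% level; inactive = mean below 30% and not every replicate reaching it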;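 note: 0% = neutral control wells and 100% = L-leucinethiol positive control wells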
* hit, by the source's call; x = no result given; & = joins results of further samples.

The first 4 compounds as a preview:
SMILES	Xi reactivation	RAD54 inh	GSIS activator	esBAF inh	ARNT TACC3 PPI	F508del corr	RAD52 inh	ERAP1 HTS inh
COc1ccc(OCC(=O)NCCNC(=O)c2cccnc2)cc1	0.0	2	-1	-3	20	5.5	-4	0
O=C1CC(C2CCCO2)C(=O)N1Cc1ccccc1 (stereo not given)	x	-12	-5	0	4	x	x	x
CCOC1=C2CN(S(=O)(=O)c3ccc(C)cc3)C(c3ccc(CC)cc3)CC2N(S(=O)(=O)c2ccc(C)cc2)C(c2ccc(CC)cc2)C1 (stereo not given)	0.0	x	34	x	x	0.4	-8	1
COc1cc2nc(CC(C)C)n(NC(=O)c3ccccc3)c(=O)c2cc1OC	x	-1	-4	-9	4	-0.9	-8	-5

The list itself, from the first entry:
SMILES	Xi reactivation	RAD54 inh	GSIS activator	esBAF inh	ARNT TACC3 PPI	F508del corr	RAD52 inh	ERAP1 HTS inh
COc1ccc(OCC(=O)NCCNC(=O)c2cccnc2)cc1	0.0	2	-1	-3	20	5.5	-4	0
O=C1CC(C2CCCO2)C(=O)N1Cc1ccccc1 (stereo not given)	x	-12	-5	0	4	x	x	x
CCOC1=C2CN(S(=O)(=O)c3ccc(C)cc3)C(c3ccc(CC)cc3)CC2N(S(=O)(=O)c2ccc(C)cc2)C(c2ccc(CC)cc2)C1 (stereo not given)	0.0	x	34	x	x	0.4	-8	1
COc1cc2nc(CC(C)C)n(NC(=O)c3ccccc3)c(=O)c2cc1OC	x	-1	-4	-9	4	-0.9	-8	-5
Cc1ccc(NC(=O)CSc2ccccc2NC(=O)c2cccc(Cl)c2)cc1Cl	0.2	x	6	x	-5	x	7	-2
Cc1ccc(COC(=O)NCc2cccnc2)cc1	0.1	2	1	2	8	0.4	3	-2
O=C1c2c(Cl)c(Cl)c(Cl)c(Cl)c2C(=O)N1c1nccs1	0.0	1	12	-3	20	2.1	-18	5
COc1ccc(CCNS(=O)(=O)c2cn(C)cn2)cc1OC	0.3	3	44*	5	-12	2.2	-6	-7
O=C(c1cccc(Cl)c1)N1CCC2CC1c1cc(N3CCOCC3)ccc12 (stereo not given)	x	-12	-5	1	5	3.7	-5	0
COc1ccc(C(=O)Nc2ccccc2NC(=O)c2ccco2)c(OC)c1	0.2	2	0	14	-5	3.6	-5	12
CC(C)NC(=O)C1C(c2ccccc2)=Nc2ccccc2N1C(=O)c1cc(Cl)cc(Cl)c1 (stereo not given)	-0.1	x	1	x	x	1.2	-12	-5
COc1ccc(OCc2cc(C(=O)NCc3cccc(C)n3)no2)c(Cl)c1	0.1	-8	-14	x	1	4.2	-27	0
CNC[C@@H]1Oc2ncc(C#Cc3cccc(OC)c3)cc2C(=O)N([C@@H](C)CO)C[C@@H]1C	-0.6	-10	-5	4	13	0.3	37	0
O=C(O)CCCCN1C(=O)/C(=C\c2ccc(OCc3ccccc3)c(OCc3ccccc3)c2)SC1=S	0.2	5	34	x	-3	-2.1	-83	-1
C[C@@H]1CN([C@H](C)CO)C(=O)c2cccc(NS(=O)(=O)c3ccc(Cl)cc3)c2O[C@H]1CN(C)Cc1ccc(-c2ccccc2)cc1	-1.1	3	-14	-2	8	-0.1	6	-1
O=C(CSc1ccccn1)NC1CCCc2c1cnn2-c1ccccc1F (stereo not given)	0.0	6	-3	12	x	-1.2	-6	1
Cc1cc(S(=O)(=O)N2CCN(C(=O)CCC(=O)N3CCOCC3)CC2)ccc1Br	0.0	6	2	-2	0	-0.2	-4	x
COCCCNC(=O)c1cc2c(-c3ccc(Cl)cc3)nn(C)c2s1	0.0	-1	0	4	3	-2.5	-10	x
Cc1ccc(NC(=O)C2CCN(S(=O)(=O)c3ccc4c(c3)CC(C)N4C(=O)C3CCC3)CC2)nc1 (stereo not given)	0.0	7	-28	-3	6	-0.8	-5	-5
CCOC(=O)C1CCCN(Cc2cc(Br)c(OC)cc2OC)C1 (stereo not given)	x	7	-2	-4	0	x	x	x
Cc1ccc(C(=O)N2CCN(c3ncccn3)CC2)cc1NC1=NC2CS(=O)(=O)CC2S1 (stereo not given)	0.1	-9	x	-1	-3	-0.9	12	1
COc1ccccc1NC(=O)NC1(C(=O)N2CCC(C)CC2)CCCCC1	0.0	-12	-5	-3	2	0.3	-12	-3
CC1(c2ccccc2)O[C@@H]2C[C@H]3[C@@H]4CCC5=CC(=O)C=C[C@]5(C)[C@@]4(F)[C@@H](O)C[C@]3(C)[C@]2(C(=O)CO)O1 (stereo not given in full)	0.1	-6	-49	3	6	5.0	-11	0
COc1cc(/C=N/NC(=O)C(=O)NCc2ccco2)cc(Br)c1O	-0.2	x	16	x	9	-3.1	-19	1
CC=Cc1ccc2n(c1=O)C[C@@H]1[C@@H](CO)[C@H](C(=O)NCCC)[C@H]2N1C(=O)c1ccccc1 (mixture of isomers)	1.6	-6	5	-4	0	0.2	-1	-1
SMILES	Xi reactivation	RAD54 inh	GSIS activator	esBAF inh	ARNT TACC3 PPI	F508del corr	RAD52 inh	ERAP1 HTS inh
CCOC(=O)CNC(=O)CSc1nnc(SCC(=O)NCC(=O)OCC)s1	x	3	x	11	-5	0.4	-11	10
CCS(=O)(=O)c1c([N+](=O)[O-])ncn1C	0.7	x	-6	x	-10	x	-5	-2
C=CCNc1ncnc2c1cnn2-c1cccc(C)c1	0.0	5	x	18	2	-0.2	-1	-1
Cc1ccc(C)c(N(CC(=O)NC2CCCC2)C(=O)CNC(=O)c2cccs2)c1	0.0	-2	17	0	1	0.3	9	-5
O=C(O)c1cc(-c2ccccc2Cl)n(-c2ccc(F)cc2)n1	0.3	-6	-34	-2	-7	0.4	-21	-11
CCOC(=O)C(NC(=O)c1cccc(Cl)c1)(Nc1sc2c(c1C(N)=O)CCC2)C(F)(F)F (stereo not given)	0.4	x	-19	x	0	0.5	-57	6
COc1ccc(NC(=O)N(C)C[C@H]2Oc3ccc(NS(=O)(=O)c4cccs4)cc3C(=O)N([C@H](C)CO)C[C@@H]2C)cc1	0.0&0.0	9&-12	-4&5	8&7	1&14	-1.1&0.4	6&-7	-1&-7
C[C@@H]1CCCCO[C@H](CN(C)S(=O)(=O)c2ccccc2)[C@@H](C)CN([C@H](C)CO)C(=O)c2cc(NC(=O)NC3CCCCC3)ccc2O1	0.3	3	-5	-4	-9	0.6	13	-2
O=C(C1CCOCC1)N1C[C@@H]2[C@H](c3ccccc31)[C@H](CO)N2C(=O)Nc1cccc(F)c1	0.1	-8	-5	-7	-1	-3.5	-19	1
COCCNC(=O)C1CCCN(C(=O)c2cc(-c3cccs3)oc2C)CC1 (stereo not given)	0.0	-7	-11	-1	x	13*	-6	-2
COc1ccccc1NC(=O)Nc1ccc2c(c1)nc(C)n2C	-0.1	x	-12	x	9	-0.9	-7	-1
Cc1ccc(NC(=O)COC(=O)Cc2c[nH]c3ccccc23)cc1	-0.3	8	-25	-3	x	0.1	-34	-1
N#Cc1c(-c2ccccc2)cc2nc3ccccc3n2c1N	0.1	x	-1	x	2	-1.8	-9	-2
CC(=NNC(=O)c1ccncc1)c1ccccc1Cl	0.1	-1	-8	-4	-1	-2.3	-5	-2
C/C=C/c1ccc2c(c1)[C@H]1[C@H](CCN1S(=O)(=O)c1cccc(F)c1)[C@@H](CO)N2	0.0	x	2	x	x	2.0	33	x
C=C1C(=O)O[C@@H]2C[C@@H](C)[C@@H]3C=CC(=O)[C@@]3(C)[C@@H](OC(C)=O)[C@H]12	0.0	x	37	x	x	-2.4	-20	1
Cc1oc(-c2ccccc2Cl)nc1CS(=O)CC(=O)NCc1ccc(Cl)cc1 (stereo not given)	0.0	-3	-31	1	0	-1.0	-19	3
Cc1noc(C)c1S(=O)(=O)N(C)C[C@H]1OCCCC[C@@H](C)Oc2ccc(NS(=O)(=O)c3ccc(Cl)cc3)cc2C(=O)N([C@@H](C)CO)C[C@@H]1C	-0.9	-7	-14	7	13	4.3	-20	5
CCc1nnc(NC(=O)Cc2ccc(Br)cc2)s1	0.4	x	-1	x	7	2.8	-2	-1
CCCC(=O)n1nc(-c2cccnc2)nc1NCc1ccc(OC)cc1	0.1	x	-13	x	-1	1.5	-39	-3
CNC(=O)c1cc(S(=O)(=O)N2CC(C)OC(C)C2)ccc1N1CCOCC1 (stereo not given)	0.2	7	-8	x	-2	-0.3	-5	1
CSc1ccc(CN(C)C(=O)c2cccc(S(=O)(=O)N3CCN(Cc4ccccc4)CC3)c2)cc1	0.0	-3	-45	x	5	-5.1	-9	-2
Cc1ccc(CN2C3=NCCN3c3ccccc32)cc1	0.0	x	25	x	-18	0.8	-6	4
CC(C)(C)c1nc2ccccc2c2nnc(SCC(=O)NCc3ccco3)n12	x	13	-11	-8	-1	x	x	x
O=[N+]([O-])c1ccccc1OCCCN1CCc2ccccc2C1	0.0	4	8	-1	11	0.4	2	0
SMILES	Xi reactivation	RAD54 inh	GSIS activator	esBAF inh	ARNT TACC3 PPI	F508del corr	RAD52 inh	ERAP1 HTS inh
CCN(CC)CCCNC(=O)c1cc(-c2ccc(O)cc2)on1	-0.1	7	x	1	-5	1.6	-2	7
Cc1cccc(NC(=O)COC(=O)c2ccc3nc(C)c(C)nc3c2)c1	-0.1	-4	7	-4	6	-0.9	-9	-2
O=C(Nc1ncccc1O)c1cccc(S(=O)(=O)N2CCCC2)c1	0.1	5	9	0	8	0.5	0	-1
CC(C)C#Cc1cnc2c(c1)C(=O)N([C@H](C)CO)C[C@@H](C)[C@@H](CN(C)C(=O)CC1CC1)O2	-0.9	-10	19	-2	-1	0.2	13	0
CC(=O)NCCNc1nc2cc(-c3ccccc3CO)sc2c(=O)n1C	0.3	-7	-8	-2	x	0.5	-55	1
COc1cc(NC(=O)COC(=O)Cn2cnc3c2c(=O)n(C)c(=O)n3C)cc(OC)c1	-0.2	-15	-5	-8	1	2.9	-2	0
Nc1cc(Cl)ccc1C(=O)OCC(=O)NCC1CCCO1 (stereo not given)	0.1	-17	7	4	-29	-3.9	-14	-4
Cc1cc(Br)ccc1NC(=O)CNC(=O)CNc1cccc([N+](=O)[O-])c1	0.3	-2	-27	-2	-4	1.2	2	-2
Cc1ccc(/C=C(\C#N)C(=O)Nc2cccc(C)n2)cc1	0.2	1	-18	0	-4	-2.3	-3	1
CCCC#Cc1ccc([C@H]2[C@H]3CN(Cc4ccncc4)CCCCN3[C@H]2CO)cc1	0.1	5	8	-3	2	0.5	-12	3
Cc1ccc(S(=O)(=O)N(C)C[C@H]2Oc3ccc(NC(=O)CCCN(C)C)cc3C(=O)N([C@@H](C)CO)C[C@@H]2C)cc1	-0.4	16	-2	3	2	-0.8	14	-3

Sorted by length of the SMILES (smallest number first): some entries from above.
SMILES	Xi reactivation	RAD54 inh	GSIS activator	esBAF inh	ARNT TACC3 PPI	F508del corr	RAD52 inh	ERAP1 HTS inh
Nc1cc(Cl)ccc1C(=O)OCC(=O)NCC1CCCO1 (stereo not given)	0.1	-17	7	4	-29	-3.9	-14	-4
CCN(CC)CCCNC(=O)c1cc(-c2ccc(O)cc2)on1	-0.1	7	x	1	-5	1.6	-2	7
CC(=O)NCCNc1nc2cc(-c3ccccc3CO)sc2c(=O)n1C	0.3	-7	-8	-2	x	0.5	-55	1
Cc1cccc(NC(=O)COC(=O)c2ccc3nc(C)c(C)nc3c2)c1	-0.1	-4	7	-4	6	-0.9	-9	-2
Cc1cc(Br)ccc1NC(=O)CNC(=O)CNc1cccc([N+](=O)[O-])c1	0.3	-2	-27	-2	-4	1.2	2	-2
COc1cc(NC(=O)COC(=O)Cn2cnc3c2c(=O)n(C)c(=O)n3C)cc(OC)c1	-0.2	-15	-5	-8	1	2.9	-2	0
Cc1ccc(S(=O)(=O)N(C)C[C@H]2Oc3ccc(NC(=O)CCCN(C)C)cc3C(=O)N([C@@H](C)CO)C[C@@H]2C)cc1	-0.4	16	-2	3	2	-0.8	14	-3
